Screening results: PubChem, National Center for Advancing Translational Sciences (NCATS)
AMA1-RON2 inh: qHTS for Inhibitors of AMA1-RON; Towards Development of Antimalarial Drug Lead: Primary Screen | Plasmodium falciparum AMA1 (3D7) - RON2 peptide interaction | AlphaScreen AMA1-biotinylated RON2 peptide binding | Potency, µM (doses to about 58.2 µM), for inactives: at the highest dose activity change, negative = inhibition, most hits filed as inhibitors | hit rate 0.2% among 360,000 | AID 720542, 2013;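 also: potency is read from the fitted curve at half-maximal effect; 0% = vehicle wells and -100% = peptide control; nearly all actives have a fitted effect of over 45% in size; some results filed as inactive show a strong effect at the top dose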
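AMA1 (3D7) with his tag at 25 nM final met compounds first, then biotinylated RON2 peptide at 25 nM; detection used donor plus acceptor beads, 10 µg/mL apiece, read by AlphaScreen after 30 min at room temperature.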
Sm TGR block: qHTS Assay for the Inhibitors of Schistosoma Mansoni Peroxiredoxins; purified TGR, DTNB reduction, TNB absorbance 405 nm; Potency, µM (top dose mostly 114 µM), without a hit: top-dose activity change, negative = inhibition, actives largely listed as inhibitors; hit rate 3% among 360,000; AID 485364, 2010; also: potency is read from the fitted curve at half-maximal effect; nearly all actives have a fitted effect of over 60% in size
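First, TGR (20 nM dispensed) and NADPH were mixed with compound. Second, a 15 min room-temperature incubation followed. Third, further NADPH and then DTNB were added to start the reaction. Finally, TNB absorbance was monitored kinetically.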
HCMV antiviral: qHTS Assay for inhibitors of the human cytomegalovirus (HCMV); hit rate 4.5% among 410,000; activity change, negative = inhibition, % at 57.5 µM; HFF cells, HCMV-luciferase reporter, 72 h; hits give low values; in the data active = activity change below about -60%; inconclusive = no clear call, values can overlap the other calls; inactive = above about -39%
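Compounds were evaluated in HFFs infected with an HCMV luciferase reporter virus (MOI 1 PFU/cell). Luciferase in lysates collected 72 h post infection served as the replication measure.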
AmpC inh no detg: qHTS Inhibitors of AmpC Beta-Lactamase (assay without detergent) | hit rate 0.52% among 330,000 | AID 485341, 2010 | Potency, µM (highest dose often 57.1 µM), for inactives: top-dose activity change, negative = inhibition, hits mostly inhibitors | AmpC nitrocefin hydrolysis, absorbance 480 nm, 0.0001% Triton;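 also: potency is read from the fitted curve at half-maximal effect; plate controls were no compound for no effect and no enzyme for full effect; nearly all actives have a fitted effect of over 20% in size; some results filed as inactive show a strong effect at the top dose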
Target sequence (P00811 whole entry, looked up): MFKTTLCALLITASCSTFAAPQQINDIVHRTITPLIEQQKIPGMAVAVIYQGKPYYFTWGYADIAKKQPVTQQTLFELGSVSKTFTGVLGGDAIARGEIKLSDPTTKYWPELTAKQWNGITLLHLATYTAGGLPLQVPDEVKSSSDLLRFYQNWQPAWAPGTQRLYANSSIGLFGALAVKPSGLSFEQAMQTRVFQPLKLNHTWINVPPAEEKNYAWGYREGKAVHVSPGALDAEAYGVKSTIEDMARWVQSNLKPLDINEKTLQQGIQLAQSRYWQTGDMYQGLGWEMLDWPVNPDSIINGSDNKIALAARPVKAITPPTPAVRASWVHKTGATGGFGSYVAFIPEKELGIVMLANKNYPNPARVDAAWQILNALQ
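AmpC (5.3 nM in the dispensed reagent) in 20 mM phosphate pH 7.0 with 0.01% (detergent screen) or 0.0001% Triton X-100 was preincubated with compounds for 15 min at room temperature. Nitrocefin was then added from an 800 uM solution, and hydrolysis was followed at 480 nm.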
Tb PYK inh: qHTS of Trypanosoma Brucei Inhibitors; pyruvate kinase (Trypanosoma brucei), Q57TT1; TbPYK enzyme, Kinase-Glo Plus ATP luminescence, 45 min; Potency, µM (highest dose often 76.8 µM), inactives show top-dose activity, negative = inhibition, hits mostly inhibitors; hit rate 0.12% among 410,000; also: potency is read from the fitted curve at half-maximal effect; nearly all actives have a fitted effect of over 50% in size
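ADP (130 uM final) triggers the TbPYK reaction after compound addition; incubation is 45 min at room temperature. Kinase-Glo Plus is then added and luminescence imaged. Normalized data are fitted to concentration-effect curves.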
AmpC detergent: qHTS Inhibitors of AmpC Beta-Lactamase (assay with detergent); Potency, µM (titrated, usually from 114 µM), without a hit: at the highest dose activity change, negative = inhibition, actives largely listed as inhibitors; AmpC hydrolysis of nitrocefin, absorbance 480 nm, 0.01% Triton; hit rate 0.041% among 370,000; AID 485294, 2010; P00811;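 also: potency is read from the fitted curve at half-maximal effect; 0% = no-compound wells and -100% = no-enzyme wells; nearly all actives have a fitted effect of over 25% in size; some results filed as inactive show a strong effect at the top dose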
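20 mM phosphate pH 7.0 + 0.01% (detergent screen) or 0.0001% Triton X-100; 5.3 nM AmpC reagent; cpd preinc 15 min RT; nitrocefin (800 uM stock) to start; A480 q20 s × 4 min; Activity was normalised to no-enzyme and no-compound control wells.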
LmPK inh: qHTS Assay for Inhibitors of Leishmania Mexicana Pyruvate Kinase (LmPK); Q27686; purified LmPK, Kinase-Glo ATP luminescence, 1 h; Potency, µM (titrated, usually from 57.5 µM), inactives show at the top dose activity change, negative = inhibition, usual class: inhibitors; hit rate 0.37% among 290,000; AID 1721, 2009; also: potency is read from the fitted curve at half-maximal effect
Target sequence (Q27686 whole entry, looked up): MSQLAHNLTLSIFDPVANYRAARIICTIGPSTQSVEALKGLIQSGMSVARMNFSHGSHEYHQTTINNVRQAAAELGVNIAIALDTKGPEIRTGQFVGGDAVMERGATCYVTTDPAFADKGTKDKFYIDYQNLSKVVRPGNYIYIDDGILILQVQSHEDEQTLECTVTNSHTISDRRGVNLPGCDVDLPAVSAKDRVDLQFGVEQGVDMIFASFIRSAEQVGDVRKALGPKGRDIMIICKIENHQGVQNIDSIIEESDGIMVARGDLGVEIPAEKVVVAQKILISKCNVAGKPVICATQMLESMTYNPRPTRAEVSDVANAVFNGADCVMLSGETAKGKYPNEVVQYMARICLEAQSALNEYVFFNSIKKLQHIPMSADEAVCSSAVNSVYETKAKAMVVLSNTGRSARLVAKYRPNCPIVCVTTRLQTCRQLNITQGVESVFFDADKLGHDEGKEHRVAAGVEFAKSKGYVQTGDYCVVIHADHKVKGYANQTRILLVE
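0.1 nM LmPK, 0.5 mM PEP, 0.1 mM ADP; 50 mM imidazole pH 7.2, 7 mM MgCl2, 50 mM KCl; 1 h RT. Kinase-Glo luminescence readout, normalized to no-enzyme (full inhibition) and uninhibited wells.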
Starred values were filed as active, the others as inactive; ? = inconclusive; . = not tested or not shown; & = joins results of further samples; [ ] = dose if it differs, or a comment. Unless noted, calls follow the shape of the dose curve; as a rule, active = well fitted curve in the direction sought with a large enough effect; inconclusive = small, poorly fitted or top-dose-only effect, or another doubt; inactive = no such curve, though single readings can be large; an effect the other way counts as inactive or inconclusive. Unless noted, % is scaled to controls: 0 for no effect and ±100 for the full control effect.

Value order – AMA1-RON2 inh | Sm TGR block | HCMV antiviral | AmpC inh no detg | Tb PYK inh | AmpC detergent | LmPK inh
COC(=O)Nc1nc(-c2ccccc2)c(C(=O)c2ccc(Cl)cc2)s1
→ 0% | -12% | ? | -29% | -8% | -7% | 4%
COc1cc(N)c(Cl)cc1C(=O)OCC(=O)N1CCCCCC1
→ -13% | 22% | -12 | -12% | 1% | 5% | .
CCCCC(=O)N(C)c1c(CC)nc2c(OCC(=O)c3ccc(Cl)cc3Cl)cccn12
→ 14% | . | 36 | . | -4% | . | .
COc1ccc(OC)c(NC(=O)C2(C)CCN2C(=O)CCC2CCCC2)c1 (stereo unspecified)
→ -25% | . | -11 | . | -4% | . | .
Cc1ccc(N(CC(=O)N2CCc3ccccc3C2)S(C)(=O)=O)cc1
→ 17% | -3% | ? | 44% | 1% | 2% | -1%
CCOc1ccccc1CNC(=O)c1nn(CC)cc1[N+](=O)[O-]
→ 3% | 7% | 54 | -21% | -7% | 7% | 0%
CC(=O)C[C@@H](O)CC(=O)[C@H]1OC(=O)[C@H](C)CCCCc2ccccc21
→ -2% | . | -1 | -3% | 2% | . | .
NS(=O)(=O)c1ccc(NC(=O)N[C@@H](Cc2ccccc2)C(=O)O)cc1
→ -2% | 3% | 16 | -47% | 0% | 1% | 5%
COc1ccccc1C(=O)NCCC(=O)NCC1COc2ccccc2O1 (stereo unspecified)
→ 3% | -1% | 7 | -6% | 4% | -15% | .
COc1ccc(S(=O)(=O)N(C)CC(=O)Nc2ccc3c(c2)OCO3)cc1
→ 2% | 5% | 21 | 5% | 9% | -14% | 2%
Cc1nnc(SCC(=O)NC(=O)NCCC(C)C)s1
→ -1% | 12% | -32 | -15% | 0% | -15% | 1%
COc1ccccc1C1CCN(Cc2c(C)[nH]c3ccccc23)CC1
→ -16% | 3% | -32 | -5% | 0% | 7% | 4%
Nn1c(Cc2cccc3ccccc23)nnc1SCCOc1ccc(F)cc1
→ -5% | 6% | 41 | -5% | -2% | -4% | 1%
CC(C)Oc1ccc(/C=N/NC(=O)C2CCCN2S(=O)(=O)c2ccc(Cl)cc2)cc1 (stereo unspecified)
→ 1% | 8% | . | . | -4% | 6% | -2%
Cc1ccc(OCC(=O)Nc2ccc3c(c2)nc(CCNC(=O)c2ccco2)n3C)cc1
→ . | -3% | -8 | . | -2% | 8% | .
CCCn1c(=O)c(C(=O)NCc2ccc3c(c2)OCO3)c(O)c2ccccc21
→ 24% | -2% | -10 | -32% | 4% | ? | 3%
CC(/C=N/NC(=O)c1cccs1)=C\c1ccccc1
→ -13% | -1% | 104 | -35% | -7% | ? | 0%
O=C(Nc1ccc(C(F)(F)F)cc1)C1CCCN(c2cnccn2)C1 (stereo unspecified)
→ . | -1% | -18 | . | -5% | 8% | .
O=C(Cn1nc(-c2ccccc2)ccc1=O)NCc1ccc2c(c1)OCO2
→ 2% | 20% | 3 | -9% | 0% | ? | 0%
c1csc(CNc2ncnc3ccc(-c4ccc5c(c4)OCO5)cc23)c1
→ . | -1%&-3% | 16 | -44%&-42% | -2% | ? | .

Part of the list above, as labelled records:
Cc1ccc(N(CC(=O)N2CCc3ccccc3C2)S(C)(=O)=O)cc1
  AMA1-RON2 inh = 17%; Sm TGR block = -3%; HCMV antiviral = ?; AmpC inh no detg = 44%; Tb PYK inh = 1%; AmpC detergent = 2%; LmPK inh = -1%

CCOc1ccccc1CNC(=O)c1nn(CC)cc1[N+](=O)[O-]
  AMA1-RON2 inh = 3%; Sm TGR block = 7%; HCMV antiviral = 54; AmpC inh no detg = -21%; Tb PYK inh = -7%; AmpC detergent = 7%; LmPK inh = 0%

The results go on:
Value order – AMA1-RON2 inh | Sm TGR block | HCMV antiviral | AmpC inh no detg | Tb PYK inh | AmpC detergent | LmPK inh
CCC(=NCCC(c1ccccc1)c1ccccc1)c1c(O)n(C)c(=O)n(C)c1=O
→ -9% | 7% | -11 | -12% | -2% | -8% | 4%
COC(=O)c1ccc(C23CC4(C2)[C@H](CN(Cc2ccc(C(F)(F)F)cc2)[C@@H]4c2ccccc2)C3c2ccccc2)cc1 (stereo partly specified)
→ 9% | 20% | . | -43% | 0% | -8% | -3%
COc1ccc(NC(=O)CSc2nnc3n2CCCCC3)cc1S(=O)(=O)N(C)C
→ -10% | . | 7 | . | -1% | . | .
COc1ccc2[nH]c(=O)c(CN(CC3CCCO3)C(=O)Nc3ccc(F)cc3)cc2c1 (stereo unspecified)
→ 19% | 7% | -31 | 68%[activator] | -6% | ? | 0%
O=C(c1cccs1)c1cn(CCOc2ccc(F)cc2)c2ccccc12
→ . | -11% | 37 | . | -4% | -6% | .
CCOC(=O)c1ccc(S(=O)(=O)N2CCN(C(C)=O)CC2)cc1
→ -11% | 8% | -12 | -4% | -15% | 9% | -3%
O[C@H]1C[C@H](c2ccc(Cl)cc2)N(CC2CCCCC2)C[C@@H]1n1cc(-c2ccc(F)cc2)nn1
→ -5% | . | -7 | . | -4% | . | .
O=C(CCS(=O)(=O)c1ccccc1)N(CCCN1CCOCC1)c1nc2c(F)cccc2s1
→ -21% | 11µM* | ? | 239%[activator] | -9% | -2% | .
CCn1c(=O)cc(SCC(=O)N2CCN(c3ccccc3OC)CC2)c2ccccc21
→ -5% | -28% | 121 | 174%[activator] | 4% | 1% | 4%
COCCNC(=O)c1cc2c3ccccc3n(C)c2s1
→ -20% | -11% | 68 | -20% | -10% | -4% | 1%
COc1cccc(CN(C)C(=O)c2cc(S(=O)(=O)N3CCCC3)ccc2C)c1OC
→ -4% | . | -3 | 83%[activator] | -4% | . | .
OC[C@@H]1CN(Cc2cccc(C(F)(F)F)c2)C[C@H](n2cnc3c(NCc4ccco4)ncnc32)O1
→ 28% | . | ? | . | -6% | . | .
COc1ccc(NC(=O)CSc2nnnn2C2CCCCC2)cc1
→ 2% | -6% | -12 | -17% | -2% | -3% | 0%
CCN1C[C@@H]2[C@@H]3C(=O)N(C)C(=O)[C@@H]3[C@](C)(C1=O)N2C(=O)c1ccc(Cl)cc1
→ 10% | . | -2 | . | -1% | . | .
Cc1[nH]ncc1-c1nc2ccccc2[nH]1
→ 25% | 0% | -20 | -23% | 2% | 0% | -4%
Cc1cc(C)c(S(=O)(=O)N2CCN(C(=O)c3cc4ccccc4oc3=O)CC2)c(C)c1
→ -14% | -2% | -102* | 5% | 3% | 0% | .
COC(=O)CSC(C)C(=O)Nc1nnc(C(C)C)s1 (stereo unspecified)
→ -2% | 5% | -28 | -20% | 0% | -1% | 0%[11.5 µM]
Cc1ccc(C(=O)NC2CCCCCC2)cc1N1CCCC1=O
→ 6% | 2% | 5 | -4% | 1% | 0% | -2%
CCn1c(=O)c2cc(C(=O)N3CCN(c4cccc(OC)c4)CC3)sc2c2ccccc21
→ . | 2% | 7 | . | -1% | 9% | .
CCOC(=O)c1cc(NC(=O)c2cccs2)ccc1N1CCOCC1
→ -10% | 1% | 7 | -2% | -1% | -3% | -5%

Going on with the list:
Value order – AMA1-RON2 inh | Sm TGR block | HCMV antiviral | AmpC inh no detg | Tb PYK inh | AmpC detergent | LmPK inh
CCOC(=O)C1=C(CNCc2ccccc2Cl)NC(=O)NC1c1ccc2c(c1)OCO2 (stereo unspecified)
→ -7% | 4% | -22 | 2% | -1% | ? | -3%
Cc1ccc(C(=O)c2cncc(Br)c2)cc1
→ -13% | 3% | -71* | -15% | 3% | ? | 1%
CCOc1ccc(NC(=O)CSC(N)=O)cc1
→ 7% | 0% | -19 | -11% | 2% | -13% | 1%
Cc1cc(C)n2c(Br)c(CN3CC4CC(C3)c3cccc(=O)n3C4)nc2n1 (stereo unspecified)
→ -1% | -22% | -2 | -2% | -1% | ? | 0%
CCOc1ccc(NC(=O)C(CC(C)C)N2Cc3ccccc3C2=O)cc1 (stereo unspecified)
→ . | 1% | 10 | . | 4% | -1% | .
CCOc1ccc(-c2ccc(NS(=O)(=O)c3cc(C)c(C)cc3C)cc2)nn1
→ . | 6% | -77* | . | 0% | 30%[activator] | .
O=C(c1cc(COc2cccc(C(F)(F)F)c2)on1)N1CCCC1
→ -4% | . | 18 | . | 4% | . | .
Cc1ccc(CN(C(=O)CNC(=O)c2cccs2)C(C(=O)NCC2CCCO2)c2ccccc2)cc1 (stereo unspecified)
→ 14% | 6% | -26 | 133%[activator] | -5% | 7% | 4%
Cc1cc(C(=O)NCc2ccc(Cl)cc2)c2c(C)nn(-c3ccccc3)c2n1
→ . | 14% | -1 | . | -9% | 4% | .
FC(F)Sc1ccc(NC(=S)NCC2CCCCC2)cc1
→ 57%[activator] | 1% | -97* | -53% | 1% | ? | 5%
CCOC(=O)NNC(=O)c1[nH]c2ccc(Br)cc2c1-c1ccccc1
→ 11% | 16% | -2 | 37% | 0% | -1% | 0%
CC1(C(=O)NS(=O)(=O)c2ccccc2)CCN1C(=O)COc1ccc(Cl)cc1 (stereo unspecified)
→ -8% | . | 14 | . | -5% | . | .
CC(=O)N1c2ccc(S(=O)(=O)N3CCC(C(=O)NC4CCC(C)CC4)CC3)cc2CC1C (stereo unspecified)
→ -9% | -7% | -17 | 103%[activator] | 1% | -7% | 4%
COc1ccc(NC(=O)c2ccco2)cc1NC(=O)c1ccc(C)cc1
→ 7% | -14% | 24 | -29% | -2% | -14% | 3%
COCCNC(=O)c1ccc2c(c1)ncn2-c1ccc(C)c(Cl)c1
→ -9% | 12% | 53 | 40% | -2% | -9% | 8%
CCN(CC)c1ccc(-c2n[nH]c(=S)n2-c2ccccc2)cc1
→ 39%[activator] | 0% | 67 | -25% | ? | 7% | -12%
COc1ccc(CCN(C)C(=O)CSc2nnc(C3CC3)n2N)cc1OC
→ -14% | 0% | -1 | -5% | 3% | 0% | .
CCOC(=O)N1CCN(C(=O)CCc2ccc(S(=O)(=O)NCC(C)C)cc2)CC1
→ -1% | . | -21 | . | -10% | . | .
O=C(c1ccc(F)cc1)N1c2nc(-c3ccco3)nn2C2(CCCCC2)[C@@H]2CCCC[C@@H]21
→ . | ? | -7 | . | -7% | 0% | .
O=C(CN1CCN(C(=O)N2CCOCC2)CC1)Nc1ccc(Br)cc1
→ -16% | -17% | -8 | . | -2% | -7% | 4%
O=C(COc1ccc(Cl)cc1Br)N1CCN(S(=O)(=O)c2ccccc2)CC1
→ -18% | -11% | -16 | 67%[activator] | -10% | -11% | -5%
